# MK inhibit: S. pneumoniae MK inhibitors, primary screen, biochemical, PK/LDH-coupled NADH absorbance | purified MK, PK/LDH-coupled NADH absorbance 340 nm | inhibition, % at 10 µM | 65,000 tested, 0.48% active;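 active = ranked among the strongest by inhibition in the single 10 µM screen, a fixed top-ranked set picked for dose follow-up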; note: no value below 0 was filed
# Alkaline phosphatase: human TNAP enzyme inhibitors, biochemical, luminescent (AID 518) | inhibition, % at 20 µM; hits with a dose series show IC50 in µM | Alkaline phosphatase, tissue-nonspecific isozyme (Homo sapiens) | purified TNAP enzyme, luminescent substrate readout; higher % means a stronger effect | 64,000 tested, 0.09% active; in the data active = a potency from the dose series; inactive = the rest, 99 in 100 with inhibition below about 22%;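 note: plate controls were vehicle for no effect and reference inhibitor for full effect; many of its hits are not listed in these tables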
# HPDE-C7 cytotoxicity: cytotoxicity in HPDE-C7 cells, cell-based, fluorescence, HTS (AID 430); 63,000 tested, 1.8% active; cytotoxicity, % at 10 µM; hits with a dose series show EC50 in µM; HPDE-C7 pancreatic duct cells viability, fluorescence; higher % means a stronger effect;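 note: cells exposed to compound for 48 hours before viability readout; 0% = vehicle and 100% = reference cytotoxic drug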
# DPM-DC inhibit: S. pneumoniae DPM-DC inhibitors, primary screen, biochemical, PK/LDH-coupled NADH fluorescence. purified DPM-DC. calls only at 10 µM. diphosphomevalonate decarboxylase (Streptococcus pneumoniae D39). 65,000 tested, 0.49% active;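 active = the 320 compounds with the highest percent inhibition in the single-dose primary screen, excluding strongly autofluorescent ones, cut at about 32% in these data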;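 note: kinetic rate of NADH fluorescence loss reporting ADP formed by the decarboxylase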
# LYP inhibition: LYP phosphatase inhibitors, primary screen, biochemical, DiFMUP fluorescence, recombinant catalytic domain, 10 µM (AID 606); recombinant LYP catalytic domain, DiFMUP fluorescence; higher % means a stronger effect; inhibition, % at 10 µM, or IC50 in µM where a hit was titrated; 52,000 tested, under 10 active;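 active = IC50 under 40 µM in the dose-response test; inactive = IC50 of 40 µM or more, or never dose-tested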
# PMK inhibit: S. pneumoniae PMK inhibitors, primary screen, biochemical, mevalonate pathway, pilot trial included | AID 539, 2006 | phosphomevalonate kinase (Streptococcus pneumoniae D39) | 65,000 tested, 0.49% active | inhibition, % at 10 µM | purified PMK, PK/LDH-coupled NADH absorbance 340 nm;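 active = top-ranked compounds by inhibition in the single 10 µM screen, taking a fixed number of the strongest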;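 note: 0% = full reaction with DMSO carrier and 100% = background rate without enzyme reaction; no value below 0 was filed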
# HT1080 cytotoxicity: cytotoxicity in HT1080 fibrosarcoma cells, cell-based, fluorescence readout (AID 620). 87,000 tested, 0.42% active. HT1080 viability, fluorescence; higher % means a stronger effect. one-dose cytotoxicity, % at 10 µM; EC50 in µM for titrated hits;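 note: cells exposed to compound overnight then 4 h with Alamar Blue; 0% = vehicle DMSO and 100% = killing control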
# HPDE-C7K KRASV12: cytotoxicity in KRAS-transformed pancreatic duct cells, primary screen, cell-based, fluorescence, HTS (AID 431); 63,000 tested, 1.7% active; one-dose cytotoxicity, % at 10 µM; EC50 in µM for titrated hits; HPDE-C7K KRASV12 cells, Alamar Blue viability, 48 h; higher % means a stronger effect;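 active = compounds whose percent cytotoxicity in the single-dose primary screen, scaled between solvent and toxic-drug controls, exceeds 50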;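 note: 0% = DMSO solvent wells and 100% = doxorubicin-treated wells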
# Bfl-1 inhibitors: Bfl-1 inhibitors, primary screen, biochemical, fluorescence polarization, FITC-Bid, mouse (AID 432). Bcl-2-related protein A1 (Mus musculus). FITC-Bid BH3 peptide fluorescence polarization displacement; higher % means a stronger effect. displacement, % at 20 µM, or IC50 in µM where a hit was titrated. 64,000 tested, 0.02% active; in the data active = a potency from the dose series; inactive = the rest, 99 in 100 with displacement below about 15%; note: strong numbers were not always called active
# PMK inhibit pilot replicates: recorded beside PMK inhibit, whose call it bears; inhibition, %; measured here: pilot screen replicates
# MK inhibit pilot replicates: also measured in MK inhibit; calls as there; inhibition, %; measured here: pilot screen replicates
# DPM-DC inhibit pilot screen %: second read-out of DPM-DC inhibit, no call of its own (marks repeat the call); inhibition, %; measured here: pilot screen trials
# * = called active by the depositor; i = inactive; · = no result given. Cut-off read from the data, not from the text of the source, unless noted: active = cytotoxicity above about 50%; inactive = the rest.
SMILES,MK inhibit,Alkaline phosphatase,HPDE-C7 cytotoxicity,DPM-DC inhibit,LYP inhibition,PMK inhibit,HT1080 cytotoxicity,HPDE-C7K KRASV12,Bfl-1 inhibitors,others
Cc1nn(-c2ccccc2)c2[nH]c(=O)c(CNc3ccc(N4CCOCC4)cc3)cc12,4.0,11.4%,-2.1%,i,·,11.0,13.4%,5.6%,-2.5%,
CCN1CCN(CCC(=O)Nc2ccccc2OC)CC1,2.0,10.5%,0.6%,i,8.8%,10.0,-10.0%,7.5%,-8.4%,
CCOc1ccc(N2C(=O)CC(Sc3nccc(C)n3)C2=O)cc1 (stereo not drawn),6.0,-4.8%,13.6%,i,8.3%,8.0,-6.2%,7.4%,-4.4%,
CSc1nc2sc3c(c2c(=O)[nH]1)CCCC3,1.0,13.5%,7.0%,i,1.2%,4.0,12.6%,9.8%,-1.2%,
COc1ccccc1NC(=O)C1=C(C)NC(=O)NC1c1ccccc1F (stereo not drawn),6.0,5.9%,-8.0%,i,12.5%,8.0,-5.4%,-6.1%,0.4%,
COCCN1Cc2c(sc(C)c2C)N(C(=O)c2ccccc2)C1,0.0,15.6%,1.8%,i,7.7%,11.0,7.1%,5.6%,-10.2%,
C=CCc1cccc2cc(C(=O)NC)c(=O)oc12,12.0,6.8%,-15.8%,i,12.4%,6.0,0.6%,-29.8%,0.8%,
O=S(=O)(c1ccccc1C(F)(F)F)N1CCOCC1,4.0,2.4%,-5.2%,i,11.6%,15.0,4.1%,-6.9%,-4.3%,
Cc1ccc(O)c(NC(=O)COc2cc(C)ccc2C)c1,8.0,8.9%,3.6%,i,12.2%,9.0,8.6%,10.7%,-9.2%,PMK inhibit pilot replicates=1.0;MK inhibit pilot replicates=1.5;DPM-DC inhibit pilot screen %=0.0
Cc1csc2ncc(C(=O)NC(C)c3ccccc3)c(=O)n12 (stereo not drawn),8.0,2.7%,-18.7%,·,-2.8%,4.0,0.1%,-0.4%,-4.0%,
CCC(=O)NCCCOc1ccccc1,0.0,10.3%,7.8%,i,9.4%,13.0,28.9%,1.8%,0.0%,
O=C(OCCN=C1NS(=O)(=O)c2ccccc21)c1cccnc1,3.0,12.6%,-8.6%,i,·,2.0,12.9%,-10.4%,-2.8%,
COc1ccccc1NS(=O)(=O)c1ccc(Cl)cc1,4.0,6.3%,11.1%,i,11.1%,3.0,11.9%,13.5%,-4.6%,
COc1ccc(Cn2c(N)c(C#N)c3nc4ccccc4nc32)cc1OC,0.0,10.5%,8.0%,·,·,9.0,11.3%,20.1%,-17.1%,PMK inhibit pilot replicates=1.0;MK inhibit pilot replicates=0.0
COc1ccccc1Nc1nc(N)nc(CSc2nccc(C)n2)n1,0.0,9.2%,-10.3%,i,-5.0%,21.0,0.6%,-12.3%,1.9%,PMK inhibit pilot replicates=2.0;MK inhibit pilot replicates=5.0;DPM-DC inhibit pilot screen %=3.5
COc1ccc(OC)c(NC(=O)C2CCCN(S(=O)(=O)c3cccc4nsnc34)C2)c1 (stereo not drawn),16.0,2.9%,0.8%,i,-11.8%,12.0,-6.4%,-4.0%,-3.3%,
Nc1c(C(=O)N2CCCCC2)sc(=S)n1-c1ccccc1,19.0,8.4%,10.5%,i,6.5%,8.0,3.8%,-4.9%,-3.3%,
Cc1ccc(S(=O)(=O)N2CCC(C(=O)OCC(=O)N3CC(=O)Nc4ccccc43)CC2)cc1,9.0,6.9%,-19.3%,i,·,13.0,-7.4%,-12.9%,-4.6%,
Cc1c(Cl)cccc1N(CC(=O)O)S(C)(=O)=O,0.0,23.2%,-2.7%,i,4.3%,6.0,-3.2%,-3.9%,-3.7%,
CCCC(=O)Nc1nnc(CC(=O)N2CCCC2)s1,7.0,11.4%,6.3%,i,0.7%,5.0,-4.4%,4.1%,-3.0%,PMK inhibit pilot replicates=6.0;MK inhibit pilot replicates=0.0;DPM-DC inhibit pilot screen %=3.5
Cc1cccc2c(=O)cc(C)n(CC(=O)N3CCCCC3)c12,12.0,10.8%,-3.8%,i,10.5%,7.0,11.9%,-16.1%,-5.9%,
Cc1ccc(S(=O)(=O)NC2=NCN(CCc3ccccc3)CN2)cc1,8.0,-6.2%,-4.2%,i,14.6%,8.0,22.6%,-5.6%,-4.3%,
CCc1cccc2c(C#N)cn(CC(=O)NCCOC)c12,1.0,12.2%,-4.1%,i,7.2%,12.0,-11.3%,12.4%,-3.9%,
CC(C)CC(=O)N(c1ccc(F)cc1)C1C=CS(=O)(=O)C1 (stereo not drawn),8.0,0.2%,-5.2%,i,5.4%,22.0,0.6%,1.5%,-3.6%,
Cn1c2ccccc2c2c(C(=O)N3CCN(c4ccc(F)cc4)CC3)cn(C3CCCC3)c(=O)c21,9.0,5.5%,-2.5%,i,-18.9%,17.0,·,9.6%,-20.5%,
C=CCOC(=O)COc1ccc2c(C)c(C)c(=O)oc2c1,6.0,8.5%,-2.3%,·,3.6%,8.0,4.7%,2.6%,-2.0%,
CC(Oc1ccccc1)C(=O)N1CCCc2ccccc21 (stereo not drawn),6.0,14.2%,-9.2%,i,1.8%,3.0,-0.1%,-9.7%,2.8%,PMK inhibit pilot replicates=0.0;MK inhibit pilot replicates=0.0;DPM-DC inhibit pilot screen %=0.0
O=C(Nc1ccc2c(c1)OCO2)C1CC(c2ccccc2Cl)=NO1 (stereo not drawn),4.0,14.3%,5.2%,i,6.4%,2.0,8.1%,-1.6%,-6.5%,
CCc1c(O)nc(SCC(N)=O)n(-c2ccccc2F)c1=O,13.0,3.6%,-2.9%,i,-6.4%,7.0,-3.0%,-0.9%,-3.3%,
COc1ccccc1-n1cnc2cc(NC(C)=O)ccc21,7.0,8.0%,-8.6%,i,9.5%,1.0,-4.8%,-14.9%,-5.2%,
Cc1ccc2cc3c(NC(=O)c4ccco4)nn(CC(C)C)c3nc2c1,2.0,11.0%,1.6%,·,4.9%,3.0,11.4%,4.7%,-5.2%,
Cc1cc(NC(=O)CCC(=O)N(CCc2ccccc2)C(C(=O)NC2CCCC2)c2ccco2)no1 (stereo not drawn),0.0,5.3%,-9.8%,i,-0.5%,10.0,2.7%,-7.5%,-0.9%,PMK inhibit pilot replicates=1.0;MK inhibit pilot replicates=4.0;DPM-DC inhibit pilot screen %=0.0
Cc1cc(C)c(C#N)c(N2CCCC2)n1,15.0,12.5%,-5.6%,·,9.4%,4.0,0.8%,3.1%,-4.3%,
COc1ccccc1N1CCN(C(=O)CSc2nc(-c3ccco3)cc(C(F)(F)F)n2)CC1,11.0,10.1%,4.2%,i,3.0%,8.0,2.3%,35.4%,-0.8%,
COc1cc(C2=NOC(C(=O)N3CCCc4ccccc43)C2)cc(OC)c1OC (stereo not drawn),0.0,11.7%,-13.5%,i,-3.8%,13.0,-1.4%,-18.8%,-7.0%,
CCc1ccc(NC(=O)CSC2=C(C#N)C(c3ccc4c(c3)OCO4)CC(=O)N2)cc1 (stereo not drawn),3.0,8.2%,6.3%,i,6.3%,1.0,-4.1%,-8.9%,-3.4%,
C/C=C/CSc1nc2c(c(=O)[nH]c(=O)n2C)n1CCC,13.0,10.6%,3.5%,i,·,14.0,7.4%,-5.3%,2.3%,
C=C(C)c1cccc(C(C)(C)NC(=O)N2CCN(CC)CC2)c1,2.0,0.6%,-24.3%,i,13.0%,0.0,2.0%,-9.4%,-2.3%,
O=C(CN1CCN(CCC(=O)Nc2ccccc2F)CC1)Nc1ccc(F)cc1,0.0,8.0%,-7.8%,i,-3.1%,6.0,1.2%,3.3%,-3.8%,
COc1cc(OC)cc(C(=O)N2CCN(C(=O)c3ccc(OC)c(OC)c3)CC2)c1,1.0,9.5%,9.5%,i,-6.4%,1.0,9.2%,14.0%,4.3%,PMK inhibit pilot replicates=1.0;MK inhibit pilot replicates=0.5;DPM-DC inhibit pilot screen %=0.0

# Reprinted at random: two records from the list, in no set order.
SMILES,MK inhibit,Alkaline phosphatase,HPDE-C7 cytotoxicity,DPM-DC inhibit,LYP inhibition,PMK inhibit,HT1080 cytotoxicity,HPDE-C7K KRASV12,Bfl-1 inhibitors,others
COc1cc(C2=NOC(C(=O)N3CCCc4ccccc43)C2)cc(OC)c1OC (stereo not drawn),0.0,11.7%,-13.5%,i,-3.8%,13.0,-1.4%,-18.8%,-7.0%,
COc1cc(OC)cc(C(=O)N2CCN(C(=O)c3ccc(OC)c(OC)c3)CC2)c1,1.0,9.5%,9.5%,i,-6.4%,1.0,9.2%,14.0%,4.3%,PMK inhibit pilot replicates=1.0;MK inhibit pilot replicates=0.5;DPM-DC inhibit pilot screen %=0.0

# Additional compounds follow.
SMILES,MK inhibit,Alkaline phosphatase,HPDE-C7 cytotoxicity,DPM-DC inhibit,LYP inhibition,PMK inhibit,HT1080 cytotoxicity,HPDE-C7K KRASV12,Bfl-1 inhibitors,others
CCN1CCCC1CNC(=O)CCc1nc(-c2ccc(C)cc2)no1 (stereo not drawn),8.0,8.5%,-3.8%,i,9.5%,15.0,17.0%,7.9%,-4.7%,
COc1ccc(NC(=O)CSc2nc(O)cc(=O)n2-c2ccccc2OC)cc1,4.0,4.1%,6.6%,i,3.4%,2.0,-1.9%,-1.6%,2.1%,
COc1ccc(OC)c(S(=O)(=O)N2Cc3ccccc3CC2C(=O)Nc2nccs2)c1 (stereo not drawn),8.0,5.4%,-22.5%,i,5.3%,0.0,3.4%,-13.6%,2.8%,
CCc1ccc2[nH]c(=O)c(CN(CCO)C(=O)NCc3ccccc3)cc2c1,6.0,7.6%,-11.1%,i,0.1%,5.0,-6.8%,-4.1%,-0.4%,
O=C(COC(=O)CCNS(=O)(=O)c1ccc(Cl)cc1)NCc1ccco1,7.0,-1.2%,0.2%,i,·,8.0,-0.4%,0.7%,5.6%,
COc1ccc2c(C(=O)CN3CCN(CCO)CC3)c[nH]c2c1,2.0,8.2%,·,i,·,7.0,7.4%,·,-15.0%,
Cc1cc(=O)oc2cc(OC(C)C)ccc12,6.0,6.1%,1.3%,·,4.2%,3.0,0.1%,-15.4%,0.7%,
COc1ccccc1-c1nnc(SCC(=O)NC2CCCCC2)o1,8.0,12.3%,9.1%,i,2.0%,9.0,5.8%,10.6%,4.7%,PMK inhibit pilot replicates=0.0;MK inhibit pilot replicates=3.0;DPM-DC inhibit pilot screen %=0.0
CCCCCN=Cc1c(C)[nH]n(-c2nc3ccccc3s2)c1=O,7.0,1.6%,1.2%,i,·,6.0,·,13.1%,4.5%,
CCC(=O)Nc1ccc(NC(=O)CSc2nnnn2C(C)C)cc1,12.0,22.2%,-12.1%,i,3.8%,5.0,4.7%,0.6%,-8.8%,PMK inhibit pilot replicates=1.0;MK inhibit pilot replicates=3.5;DPM-DC inhibit pilot screen %=0.0
CCCn1nnc(NC(=O)c2ccccc2Cl)n1,8.0,13.4%,-0.8%,i,1.2%,12.0,4.1%,4.1%,-9.5%,
C=CCSc1n[nH]c(-c2ccc(OCCC)cc2)n1,11.0,24.6%,-13.1%,i,·,11.0,11.3%,-18.7%,-4.6%,

# Bioassay records from PubChem.
